# High-throughput results as filed in PubChem.
# PriA SSB inh: inhibitors of Klebsiella pneumoniae PriA binding to SSB C-terminal tail, primary screen, biochemical, AlphaScreen; 0.6% of 430,000 active; inhibition, % at 33 µM; AlphaScreen SSBct-PriA binding, biotinylated peptide; AID 1272365, 2023; PriA–SSB C-terminal tail interaction (Klebsiella pneumoniae); in the data active means inhibition mostly above about 37%, no sharp cut-off; inactive means mostly below about 20%;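 further: plate controls were negative control peptide for no effect and reference peptide for full effect; strong numbers were not always called active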
# Yp Topo-I inh: Yersinia pestis topoisomerase I inhibitors, primary screen, biochemical, cleavage product accumulation, plate reader, single point. DNA topoisomerase I (Yersinia pestis CO92). activity, % at 10 µM. AID 504884, 2011. 0.064% of 360,000 active. Y. pestis Topo-I cleavage product accumulation; in the data active means activity above about 50%, passing the limit was not always enough; further: inactives centre near 2
# PfHsp40 yeast: rescue of yeast from PfHsp40 toxicity, primary screen, S. cerevisiae, ATP luminescence | S. cerevisiae expressing PfHsp40, growth rescue | growth rescue, % at 12.5 µM | 0.68% of 340,000 active; in the data active means growth rescue above about 28%, passing the limit was not always enough;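 further: yeast W303a lacking pdr1 and pdr3 grown in galactose medium; growth measured after three days at 30 °C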
# MazF activator: activators of E. coli MazEF toxin-antitoxin RNase, primary screen, biochemical, fluorescence, uHTS; activation, % at 20 µM; 0.32% of 350,000 active; Endoribonuclease toxin MazF (Escherichia coli (strain K12)), P0AE70; FAM/BHQ RNA-DNA oligo cleavage fluorescence, 5 h; AID 504720, 2011; in the data active means activation above about 50%
# Target sequence (P0AE70 whole entry, looked up): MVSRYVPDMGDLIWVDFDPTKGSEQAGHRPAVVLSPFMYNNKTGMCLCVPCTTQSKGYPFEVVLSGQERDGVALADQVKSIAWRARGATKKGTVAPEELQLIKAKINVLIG
# Rv3671c inh: Rv3671c serine protease inhibitors, primary screen, biochemical, fluorescence polarization, M. tuberculosis H37Rv | 0.048% of 320,000 active | inhibition, % at 5.96 µM | P9WHR9 | AID 2606, 2010; in the data active means inhibition above about 38%;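 further: extracellular domain of Rv3671c used as enzyme; 0% = enzyme with DMSO and 100% = no enzyme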
# TcdB GH inh: TcdB glycohydrolase inhibitors, primary screen, biochemical, single point, plate reader; inhibition, % at 9.99 µM; Toxin B (Clostridioides difficile), P18177; 0.24% of 350,000 active; TcdB glycohydrolase enzymatic assay; in the data active means inhibition above about 10%
# Anthrax LF inh2: Bacillus anthracis LF protease inhibitors, primary screen, biochemical, multiplex microsphere, MLPCN library; Lethal factor (Bacillus anthracis), P15917; multiplex microsphere protease cleavage assay; inhibition, % at 10 µM; 0.12% of 360,000 active; AID 588501, 2011; in the data active means inhibition above about 30%; further: plate controls were buffer without enzyme for full effect and enzyme alone for no effect
# Target sequence (P15917 whole entry, looked up): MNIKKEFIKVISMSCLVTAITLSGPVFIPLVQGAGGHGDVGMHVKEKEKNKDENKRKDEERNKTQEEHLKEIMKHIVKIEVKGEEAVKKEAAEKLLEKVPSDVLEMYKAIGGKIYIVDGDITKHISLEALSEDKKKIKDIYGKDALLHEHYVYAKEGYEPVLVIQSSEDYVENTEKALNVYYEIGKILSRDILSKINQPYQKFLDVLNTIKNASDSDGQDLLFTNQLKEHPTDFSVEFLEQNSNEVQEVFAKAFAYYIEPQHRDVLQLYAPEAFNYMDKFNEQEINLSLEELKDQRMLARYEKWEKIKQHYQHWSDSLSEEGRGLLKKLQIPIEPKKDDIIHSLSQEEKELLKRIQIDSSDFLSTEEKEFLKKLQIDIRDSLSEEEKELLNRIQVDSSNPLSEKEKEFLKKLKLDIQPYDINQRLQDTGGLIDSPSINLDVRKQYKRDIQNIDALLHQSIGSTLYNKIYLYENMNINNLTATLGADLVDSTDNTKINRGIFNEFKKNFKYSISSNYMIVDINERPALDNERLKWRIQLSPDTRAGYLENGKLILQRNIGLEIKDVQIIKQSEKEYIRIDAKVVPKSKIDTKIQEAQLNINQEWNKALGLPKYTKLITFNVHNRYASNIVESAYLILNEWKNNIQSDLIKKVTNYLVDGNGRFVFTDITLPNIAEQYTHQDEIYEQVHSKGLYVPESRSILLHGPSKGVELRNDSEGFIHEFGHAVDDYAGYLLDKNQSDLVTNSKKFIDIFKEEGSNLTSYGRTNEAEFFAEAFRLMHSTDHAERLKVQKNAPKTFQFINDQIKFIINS
# BH1578 lux ind: inducers of Vibrio cholerae quorum light production without autoinducers, primary screen, BH1578 luxS cqsA deficient, single point; 0.16% of 350,000 active; activation, % at 18.7 µM; V. cholerae BH1578 lux reporter, luminescence, 6 h; in the data active means activation mostly above about 9.7%, no sharp cut-off; further: not every result past the cut was called active; inactives centre near 0; reference of the scale not given here
# SARS 3CLpro inh: SARS-CoV 3CLpro protease inhibitors, primary screen, biochemical, quenched FRET; inhibition, % at 6 µM; AID 1706, 2009; recombinant SARS-CoV 3CLpro, quenched FRET peptide cleavage; Replicase polyprotein 1ab (Severe acute respiratory syndrome coronavirus), P0C6X7; 0.14% of 290,000 active; in the data active means inhibition above about 12%
# VHR inh abs: VHR1 phosphatase inhibitors, primary screen, biochemical, absorbance, uHTS. recombinant VHR phosphatase, pNPP absorbance. inhibition, % at 13.3 µM. 0.52% of 290,000 active. AID 1654, 2009; in the data active means inhibition above about 50%; further: some compounds called inactive have numbers as strong as hits
# Target sequence (P51452 whole entry, looked up): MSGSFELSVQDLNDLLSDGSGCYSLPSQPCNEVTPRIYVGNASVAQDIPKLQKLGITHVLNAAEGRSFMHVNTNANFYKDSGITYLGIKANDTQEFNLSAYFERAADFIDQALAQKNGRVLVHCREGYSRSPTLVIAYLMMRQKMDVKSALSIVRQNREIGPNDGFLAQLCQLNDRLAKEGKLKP
# * = called active by the depositor; i = inactive; x = no result given. Not all compounds are listed; rates above refer to the full screens.
# The opening 2 compounds as a preview:
SMILES,PriA SSB inh,Yp Topo-I inh,PfHsp40 yeast,MazF activator,Rv3671c inh,TcdB GH inh,Anthrax LF inh2,BH1578 lux ind,SARS 3CLpro inh,VHR inh abs
CCc1nc2ccc(C(=O)NC3CCN(Cc4ccccc4)CC3)cn2c1N(CC)Cc1cccc(Br)c1,x,16,x,x,x,0.5,-11,-0.8,x,x
NNC(=O)c1cnn(-c2ccccc2)c1C(F)(F)F,-10,-6,-0.7,1,2,0.3,0,1.2,2,20

# The list itself, from the first entry:
SMILES,PriA SSB inh,Yp Topo-I inh,PfHsp40 yeast,MazF activator,Rv3671c inh,TcdB GH inh,Anthrax LF inh2,BH1578 lux ind,SARS 3CLpro inh,VHR inh abs
CCc1nc2ccc(C(=O)NC3CCN(Cc4ccccc4)CC3)cn2c1N(CC)Cc1cccc(Br)c1,x,16,x,x,x,0.5,-11,-0.8,x,x
NNC(=O)c1cnn(-c2ccccc2)c1C(F)(F)F,-10,-6,-0.7,1,2,0.3,0,1.2,2,20
COc1ccc(S(=O)(=O)N2CCC(C(=O)Oc3ccc(C)cc3)CC2)cc1OC,-2,-10,-0.3,1,-8,0.5,8,-1.4,x,x
CN(C)C(CNC(=O)c1cccc(S(=O)(=O)NCc2ccccc2)c1)c1ccccc1 (stereo unspecified),-10,8,-1.3,4,x,3.3,-1,-0.7,x,x
S=c1[nH]nc(COc2ccccc2)n1/N=C/c1ccc(Br)cc1,x,4,0.0,0,-2,-3.2,1,0.8,1,20
Cc1cc(C(=O)NCc2cccs2)no1,-9,5,-1.0,8,4,x,-2,0.3,1,-7
CC#CCN1c2ccccc2[C@]23C[C@@H](C(=O)OC)N(C(=O)NCCBr)C2=NC(C(=O)OC)=C(C(=O)OC)[C@H]13,-12,12,-0.8,-2,4,0.6,-1,-2.4,x,x
COc1cc(C(=O)Oc2cccc(/C=N/NC(=O)c3cccnc3)c2)cc(OC)c1OC,x,25,-0.8,5,-14,1.6,-5,-0.2,-4,-3
CN(C)S(=O)(=O)c1ccc(=S)[nH]c1,-3,-3,-0.2,-6,8,0.5,3,i,-1,26
COc1ccc(C2/C=C\CN(Cc3ccco3)CC(=O)N2Cc2ccc(F)cc2)cc1 (stereo unspecified),-4,19,1.0,3,4,1.9,2,i,x,22
O=c1[nH]c(=O)c2nnc(N/N=C\c3ccc(O)cc3)nc2[nH]1,x,-8,-0.3,-6,-13,1.1,-2,-0.2,-3,22
COc1ccc(OC)c(NC(=O)c2sc3nc(C)cc(C)c3c2N)c1,-4,4,0.9,-4,x,0.5,-10,-0.3,7,15
O=C(Nc1ccc([N+](=O)[O-])cc1)Nn1cnnc1,-4,3,-1.9,-7,-5,2.0,6,-0.1,-4,18
COc1ccccc1-c1cnc(C(O)c2ccc(Cl)cc2C)[nH]1 (stereo unspecified),x,3,x,x,x,0.6,-6,i,x,x
COC(=O)Cn1c(=NC(=O)c2ccc(S(=O)(=O)N3CCOCC3)cc2)sc2cc(S(N)(=O)=O)ccc21,-3,5,-0.3,11,-18,1.3,1,i,-1,18
CCOC(=O)C/C(=N\Nc1ncnc2ccccc12)c1ccccc1,x,14,1.6,4,-1,1.1,-16,0.4,5,11
Cc1ccc(S(=O)(=O)N(C)CC(=O)OCC(=O)NC(=O)Nc2ccc3c(c2)OCCO3)cc1,3,-11,-0.1,0,-9,x,-1,i,2,5
CCOc1ccc(NC(=O)CCC(=O)NNS(=O)(=O)c2ccccc2[N+](=O)[O-])cc1,-11,-10,-1.4,-14,0,-1.7,3,i,1,18
CCC(=O)N1CCCc2cc(S(=O)(=O)N3CCN(c4ccccc4F)CC3)ccc21,-10,4,-0.2,7,8,2.0,4,0.0,5,12
CC(C)CC(NC(=O)C1CCC(C)CC1)C(=O)N1CCN(c2ccccn2)CC1 (stereo unspecified),2,2,1.3,-1,1,1.9,-1,i,4,13
Cc1n[nH]c(=O)n(N=Cc2c[nH]c3ccccc23)c1=O,x,2,x,1,x,0.6,-2,-4.8,x,x
Cc1ccc(CNC(=O)C2CCC(=O)N2Cc2ccc(F)cc2)cc1 (stereo unspecified),2,4,-1.3,5,6,1.4,-4,-6.7,-2,17
CC(C)C[C@H](NC(=O)[C@@H](Cc1ccccc1)n1c(=O)[nH]c2ccccc2c1=O)C(=O)N[C@@H](Cc1ccccc1)C(=O)O,-12,10,1.4,-3,0,1.7,0,-0.5,3,8
C[C@@]12C(=O)N(Cc3ccc(Cl)cc3)CC(=O)N1[C@H]1c3ccccc3OC[C@@H]1[C@@H]2c1ccccc1,-5,10,0.8,-8,-6,1.5,4,-0.1,x,x
O=C(Cn1nc(-c2ccccc2)ccc1=O)NCc1ccc(F)cc1,-9,1,-0.3,-9,3,-3.2,1,i,-2,33
COc1ccc(OC)c(NC(=O)N2CCCc3ccccc32)c1,8,14,-0.8,-3,x,1.0,-4,-0.4,0,32
O=C(Nc1ccc(S(=O)(=O)Nc2nccs2)cc1)/C(=C/c1ccccc1Cl)NC(=O)c1ccccc1,-13,-2,1.3,1,-35,-8.2,-2,-0.2,4,13
CCOC(=O)N/N=C\c1ccccc1OC/C=C/c1ccccc1,x,3,0.4,-4,x,-1.3,4,-0.7,3,8
Cc1onc(-c2ccccc2)c1CNS(=O)(=O)c1cccc(Cl)c1,-11,-3,1.7,2,3,1.0,3,-1.1,1,-30
Cc1n[nH]c(C)c1NC(=O)CSc1nnnn1-c1cccc(F)c1,-7,-1,-0.5,12,-1,-4.9,-7,i,x,x

# For reference, some entries already given.
SMILES,PriA SSB inh,Yp Topo-I inh,PfHsp40 yeast,MazF activator,Rv3671c inh,TcdB GH inh,Anthrax LF inh2,BH1578 lux ind,SARS 3CLpro inh,VHR inh abs
CCOC(=O)C/C(=N\Nc1ncnc2ccccc12)c1ccccc1,x,14,1.6,4,-1,1.1,-16,0.4,5,11
Cc1ccc(S(=O)(=O)N(C)CC(=O)OCC(=O)NC(=O)Nc2ccc3c(c2)OCCO3)cc1,3,-11,-0.1,0,-9,x,-1,i,2,5
CCOc1ccc(NC(=O)CCC(=O)NNS(=O)(=O)c2ccccc2[N+](=O)[O-])cc1,-11,-10,-1.4,-14,0,-1.7,3,i,1,18

# The list continues:
SMILES,PriA SSB inh,Yp Topo-I inh,PfHsp40 yeast,MazF activator,Rv3671c inh,TcdB GH inh,Anthrax LF inh2,BH1578 lux ind,SARS 3CLpro inh,VHR inh abs
CSc1ccccc1C(=O)Nc1ccccc1C(=O)NC(C)C,-7,0,-0.5,0,-2,0.6,2,0.3,-3,-11
CCOc1ccc(OCCCCNC(C)(C)C)cc1,-1,-1,-0.4,6,0,0.0,-2,-0.3,-6,36
CC(NC(=O)CNC(=O)C1O[C@@H]2OC(C)(C)O[C@@H]2[C@H]2OC(C)(C)O[C@@H]12)C(=O)O (stereo partly specified),-11,3,1.5,-1,-1,-0.2,0,2.3,-2,-2
C=CCc1cccc2cc(C(=O)Nc3ccc(S(=O)(=O)Nc4nnc(CC)s4)cc3)c(=O)oc12,-12,-4,-0.9,0,-8,0.2,-1,i,-2,21
Cn1c(=O)[nH]c(=O)c2c1nc(NCCCn1ccnc1)n2Cc1ccc(F)cc1,-7,-1,0.3,10,-9,x,4,-0.6,2,4
N#CCN1CCC2(O)CCCCC2C1c1ccc2c(c1)OCO2 (stereo unspecified),-9,-13,0.7,12,8,-0.4,-9,i,1,9
Cc1ncsc1CCC(=O)N1CCCC(C(=O)c2ccc3c(c2)OCO3)C1 (stereo unspecified),-21,-4,-2.1,3,0,-0.3,-1,i,-1,10
Cc1cc(SCc2cc(=O)n3ccsc3n2)nc2ccccc12,0,3,-1.5,2,-5,x,-1,0.3,-6,2
O=S(=O)(c1cccc2nsnc12)N1CCN(Cc2ccccc2)CC1,7,-2,1.5,1,0,-0.3,-10,-3.1,0,18
COc1ccc(COC(=O)CCCN=C2NS(=O)(=O)c3ccccc32)cc1F,x,6,x,-2,x,-3.8,-5,-0.2,x,x
Cc1nn(C)c(C(=O)N/N=C/c2ccccc2)c1[N+](=O)[O-],x,6,0.1,11,-9,x,-2,i,5,-10
CCc1occc(=O)c1Oc1cc(NN2CCCCC2)c([N+](=O)[O-])cc1[N+](=O)[O-],16,-5,0.3,6,5,2.0,-6,i,-4,20
COC(=O)c1ccc2c(c1)S(=O)(=O)NC(=NCc1ccco1)S2,1,2,-0.1,-3,11,x,-3,i,-4,-1
Cc1ccc(NC(=O)c2snnc2C)cc1Cl,-2,5,-0.9,8,4,-1.7,-2,-0.4,0,18
CNC(=O)NC1CCCc2ccccc21 (stereo unspecified),-22,-6,-0.2,12,-1,x,-2,i,-2,8
COc1ccc2cnnc(SCC(=O)Nc3ccccc3)c2c1OC,-1,5,-1.6,-1,-14,-0.6,2,-0.3,5,0
Cn1c(=O)oc2cc(S(=O)(=O)N3CCCc4ccccc43)ccc21,-9,-8,0.5,-4,0,1.9,-8,-1.2,-7,4
CC1=CC(C)(C)N(C(=O)CSc2nncn2C)c2ccccc21,-9,-9,0.8,-3,-6,1.1,1,-0.5,4,40
CCCCOCCCNC(=O)c1ccc(OC)cc1,-10,1,0.8,5,5,x,1,3.8,-4,24
O=C(NCC1CCNCC1)c1ccncc1,-7,-5,0.9,4,-14,x,1,-0.2,-3,-5
C=CCn1c(=O)n(CCC#N)c(=O)n(CCC#N)c1=O,-23,-2,0.4,-12,4,x,0,-0.3,0,7
CCC(C)(C)NC(=O)c1cc(S(=O)(=O)N2CCc3ccccc32)cn1C,-8,4,0.0,2,4,5.3,-5,-0.2,-4,13
CN(Cc1ccccc1)S(=O)(=O)c1ccc2c(c1)OCCO2,-41,11,5.3,0,-1,x,-2,-10,0,5
NC(=O)c1ccc(NC(=O)COC(=O)/C=C/c2ccc(Br)o2)cc1,13,10,0.5,2,-2,0.2,-5,i,x,x
O=C(c1ccc2nc[nH]c2c1)N1CCN(S(=O)(=O)c2cccc(Cl)c2)CC1,13,-10,-0.9,-1,x,0.7,-8,-2.8,x,x
O=C(N1CCN(c2ncccn2)CC1)C12CC3CC(CC(C3)C1)C2,-10,-4,-0.2,12,0,0.7,-4,-0.1,x,x
COc1cc(C(c2c(O)cc(C)[nH]c2=O)c2c(O)cc(C)[nH]c2=O)ccc1O,-1,0,-1.0,6,x,0.0,-6,-13,-2,6
O=C(CSc1nc2ccccc2o1)Nc1nc(-c2ccccc2)c(-c2ccccc2)s1,3,0,-0.9,-2,-28,0.3,-1,-0.3,4,-2
COc1ccc(OC)c(/C=C/C(=O)Nc2ccc3c(c2)CCC3)c1,-10,0,10,-1,-40,-3.5,-6,-0.3,1,1
COC(=O)[C@H](CCSC)NC(=O)NC1CCN(Cc2ccccc2)CC1,-13,0,0.2,-2,4,x,4,i,2,-2
CSCC[C@H](NC(=O)[C@@H]1CSC2c3ccccc3C(=O)N21)C(=O)N1CCC[C@H]1CO (stereo partly specified),-5,5,-0.7,6,-3,0.3,-3,-0.5,0,13
CCOCCCNC(=O)C(=O)NCCCOCC,-5,7,-0.6,7,-6,x,-4,i,1,13
CN(C(=O)c1cccc(NC(=O)Cc2ccc(NC(=O)C3CCN(S(=O)(=O)c4cccc([N+](=O)[O-])c4)CC3)cc2)c1)C1CCCC1,-12,25,120*,-14,x,1.1,4,-1.1,x,x
Nc1ccc(S(=O)(=O)Nc2nccc(/C=C/c3ccc(Br)s3)n2)cc1,2,23,-1.1,14,-36,-1.5,9,-0.1,1,28
Cc1sc2ncnc(SCC(=O)c3ccc4c(c3)OCCO4)c2c1-c1ccccc1,-10,11,-1.5,-2,-14,x,-1,-2.6,2,-8
CCCCNC(=S)Nc1ccc(OC)nc1,-5,9,-1.3,-39,-3,-0.7,0,i,0,13
